# CDK5 p35 inh = CDK5/p35 (human) kinase inhibition; inhibition, % at 10 µM; Recombinant CDK5/p35, ADP-Glo luminescence, 60 min; AID 488839; 330,000 compounds, 0.01% hits; Q00535+Q15078;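 active = highest replicate inhibition of at least 50% and at least 75% of replicates reaching 50%; inconclusive = only one of the two criteria met; inactive = both criteria failed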;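 also: plate controls were DMSO neutral control for no effect and GW8510 at 10 µM for full effect; many of its hits are not listed in these tables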
# Target sequence (Q00535 whole entry, looked up): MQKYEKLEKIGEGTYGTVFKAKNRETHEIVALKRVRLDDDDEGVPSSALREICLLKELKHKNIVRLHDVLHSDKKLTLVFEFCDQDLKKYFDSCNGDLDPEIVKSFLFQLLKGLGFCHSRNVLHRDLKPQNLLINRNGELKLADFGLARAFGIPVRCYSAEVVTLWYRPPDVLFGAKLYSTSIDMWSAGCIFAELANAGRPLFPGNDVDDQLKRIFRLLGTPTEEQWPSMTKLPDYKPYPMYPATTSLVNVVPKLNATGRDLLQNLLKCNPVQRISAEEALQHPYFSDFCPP
# Target sequence (Q15078 whole entry, looked up): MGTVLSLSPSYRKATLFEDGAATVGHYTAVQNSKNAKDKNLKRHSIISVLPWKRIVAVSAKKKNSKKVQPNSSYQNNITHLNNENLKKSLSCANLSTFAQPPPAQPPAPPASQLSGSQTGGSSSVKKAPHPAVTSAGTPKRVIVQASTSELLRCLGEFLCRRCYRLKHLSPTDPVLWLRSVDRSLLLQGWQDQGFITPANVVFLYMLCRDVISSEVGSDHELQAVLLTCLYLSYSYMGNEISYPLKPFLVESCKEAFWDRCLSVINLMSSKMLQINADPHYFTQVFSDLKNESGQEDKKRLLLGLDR
# Mot1-301 SUMO = blocks SUMOylation pathway, rescuing yeast Mot1-301 growth; 320,000 compounds, 1% hits; growth rescue, % at 18.8 µM; S. cerevisiae Mot1-301 growth rescue, ATP luminescence, 38.5C; percent above DMSO median, 100 means doubled; AID 2716;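 active = every valid replicate shows activation above 250% relative to neutral control wells; inactive = the rest, any valid replicate at or below 250%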;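 also: OY570 slx delta 5 strain wells were the positive control but not used for scaling; some compounds called inactive have numbers as strong as hits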
# SR-BI HDL uptake = mouse SR-BI HDL lipid transfer inhibition. ldlA[mSR-BI] CHO cells, DiI-HDL uptake fluorescence, 3 h. inhibition, % at 12.5 µM. 320,000 compounds, 0.96% hits. AID 488896;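 active = mean replicate inhibition of at least 70% and a set share of replicates each scoring 70 or more; inconclusive = meets just one of the two criteria; inactive = fails both criteria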;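 also: 0% = median of neutral control wells and 100% = median of positive control wells; values of inactives mirror those of a sister screen read the other way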
# dFosB activator = enhances mouse delta FosB homodimer DNA binding; P13346; activation, % at 25 µM; purified delta FosB, TAMRA-CDK5 oligo fluorescence polarization; percent of positive-control signal above neutral wells; 340,000 compounds, 0.99% hits; AID 493131;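 active = mean activation above about 17%, with every replicate also reaching it, limit read from the data, passing the limit was not always enough; inconclusive = only one of the two conditions met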;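 also: fluorescence polarization rise as delta FosB binds a TAMRA Cdk5 AP-1 oligo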
# Target sequence (P13346 whole entry, looked up): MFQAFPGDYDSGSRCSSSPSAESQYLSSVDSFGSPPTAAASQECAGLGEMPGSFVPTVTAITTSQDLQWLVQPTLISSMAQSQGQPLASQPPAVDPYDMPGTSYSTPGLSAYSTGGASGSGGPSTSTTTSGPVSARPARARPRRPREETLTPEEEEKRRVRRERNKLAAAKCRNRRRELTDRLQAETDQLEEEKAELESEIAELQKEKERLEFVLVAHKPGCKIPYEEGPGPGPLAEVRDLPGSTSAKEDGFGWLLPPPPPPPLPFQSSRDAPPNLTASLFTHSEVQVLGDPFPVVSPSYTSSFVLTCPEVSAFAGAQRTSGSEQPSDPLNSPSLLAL
# PKA-R2B act = PKA-R2B complex activation; PKA-R2B holoenzyme dissociation, Cy5-IP20 fluorescence polarization; R2B truncated from residue 108, S112A mutant; 0% DMSO only, 100% 113 µM cGMP; 340,000 compounds, 0.079% hits; P22694+P31323; activation, % at 11.4 µM; AID 504700;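 active = activation above a cutoff set at the mean over all compounds plus 3 SD, cut at about 18% in these data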;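 also: higher means more holoenzyme dissociation and a rise in polarization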
# SR-BI uptake up = activators of SR-BI mediated HDL lipid uptake; CHO ldlA[mSR-BI] cells, DiI-HDL uptake fluorescence, 3 h; 100 = double the neutral-control signal; activation, % at 12.5 µM; 320,000 compounds, 0.096% hits;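 active = mean replicate activation of at least 60% and every replicate at or above 60%; inconclusive = mean or all-replicate condition met, but not both; inactive = mean below 60% and not all replicates reaching 60%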;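 also: 0% = median plate neutral-control signal and 100% = twice that signal; values of inactives mirror those of a sister screen read the other way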
#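 system = CHO ldlA[mSR-BI] cells, LDL receptor-null, SR-BI overexpressing | medium = Ham's F12 with 0.5% BSA, HEPES 25 mM, pH 7.4 | probe or stimulus = DiI-HDL 10 µg/mL | compound dosing = single-point compound dose | incubation = compound exposure 3 h, 37 °C | technique = DiI fluorescence, bottom read | read-out = cell-associated DiI fluorescence as measure of HDL uptake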
# Arrestin-AP2 inh = inhibitors of human beta-arrestin and AP2 interaction; FITC-arrestin peptide / GST-AP2 beads, flow cytometry; AP2 beta2 appendage carries R879A mutation; AID 504490; 340,000 compounds, 0.31% hits; inhibition, % at 10 µM;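 active = inhibition above a set limit, near 3 SD of compounds lacking own fluorescence, cut at about 54% in these data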;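 also: plate controls were DMSO wells for no effect and 5 µM unlabelled arrestin peptide for full effect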
#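 System: GST-AP2 R879A glutathione beads. Medium: PBS with 0.05% Tween 20 and 0.1% BSA. Also added: FITC-arrestin peptide, 50 nM. Incubation: 12 min plus 1 h, RT. Measured by: high-throughput flow cytometry of beads, ex 488, em 535 nm. Evaluation: percent drop in bead-associated FITC signal.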
# NSD2 HMT inh = inhibitors of human histone methyltransferase NSD2; NSD2 peptide methylation, AlphaScreen, 120 min; 310,000 compounds, 0.54% hits; inhibition, % at 12.5 µM; AID 743445; O96028; in the data active = inhibition above about 50%
# PKA-R1A activ = activates the PKA-R1A holoenzyme complex. P00514+P68181. PKA-R1A dissociation, Cy5-IP20 fluorescence polarization; scaled: DMSO 0%, 113 µM cGMP 100%. activation, % at 11.4 µM. 340,000 compounds, 0.083% hits;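 active = percent activation above the mean of all tested compounds plus 3 SD, cut at about 19% in these data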;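 also: higher means more PKAc released from R1A so a rise in polarization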
# Pemphigus Ab inh = blocks pemphigus antibody binding to human desmoglein-3; DSG3-coupled beads, scFv-anti-DSG3-GFP binding, flow cytometry; stronger effect = lower value; binding (percent of control), % at 10 µM; AID 588358; 310,000 compounds, 0.48% hits;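 active = binding more than 3 SD below its plate's average and above zero; inconclusive = below that plate limit but binding exactly zero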; also: some compounds called inactive have numbers as strong as hits
# MITF TRPM1 HTS = activators of MITF-driven TRPM1 promoter activity in SK-MEL-5 cells | SK-MEL-5 TRPM1-promoter luciferase, 24 h; % of positive control, neutral wells = 0 | activation, % at 12.5 µM | 300,000 compounds, 0.75% hits | AID 588334;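 active = mean activation of at least 80% with every replicate also reaching 80%; inconclusive = mean reaches 80% but some replicate falls short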;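 also: 0% = neutral control wells and 100% = parthenolide positive control wells; values of inactives mirror those of a sister screen read the other way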
# Numbers without * were called inactive; ? = inconclusive; / = no result given.
# Values run as follows: CDK5 p35 inh	Mot1-301 SUMO	SR-BI HDL uptake	dFosB activator	PKA-R2B act	SR-BI uptake up	Arrestin-AP2 inh	NSD2 HMT inh	PKA-R1A activ	Pemphigus Ab inh	MITF TRPM1 HTS
- Cc1cc(C)c(S(=O)(=O)N2CCCOC2CNC(=O)C(=O)NCCC2=CCCCC2)c(C)c1 (configuration not stated)
→ 0.0	-15.6	-15.5	-0.6	-1.4	15.5	29.0	-1.9	2.4	/	11.8
- Cc1c(Cl)c([N+](=O)[O-])nn1CCCC(=O)Nc1c(Cl)cccc1Cl
→ 0.4	11.9	12.2	-5.4	-4.3	-12.2	-9.7	-1.3	-0.3	108.3	4.1
- COc1ccccc1N(CC(O)CN(c1ccccc1)S(C)(=O)=O)S(=O)(=O)c1ccccc1 (configuration not stated)
→ -1.0	-18.3	-0.9	-9.9	-3.3	0.9	10.6	0.0	-9.1	106.8	/
- Cc1c(C(=O)O)sc2nc(/C=C/c3cccc(O)c3)[nH]c(=O)c12
→ 0.2	-8.6	-13.6	-23.6	-7.4	13.6	-2.3	1.3	0.6	94.1	-10.2
- CC(=O)C(C)Oc1ccc2c3c(c(=O)oc2c1)CCCC3 (configuration not stated)
→ -1.8	9.9	-7.3	-15.2	13.0	7.3	15.3	0.9	-3.9	103.4	/
- O=C(Cn1nc(Cl)nc1Cl)c1ccc(F)cc1
→ 0.0	-9.7	13.0	2.8	11.8	-13.0	-1.7	-4.3	-7.4	100.2	23.0
- CCC(=O)c1ccc(OCC(=O)Nc2nc(C)cs2)cc1
→ -4.1	-10.4	-3.7	-1.3	-1.2	3.7	-17.3	0.5	-5.1	122.6	48.2
- O=C(NC(=S)NC1C2CC3CC(C2)CC1C3)C12CC3CC(CC(C3)C1)C2 (configuration not stated)
→ 1.4	-1.2	16.7	2.4	3.3	-16.7	-4.5	-1.6	-5.5	106.5	10.9
- COc1ccccc1OCCC(=O)OCC(=O)Nc1ccc(Br)cc1F
→ 1.1	7.1	5.8	1.7	0.5	-5.8	-2.4	-1.4	-3.2	109.7	9.6
- CCCSc1nnc(-c2ccccc2NC(=O)CC)c(=O)[nH]1
→ -0.2	47.5	6.5	-6.6	0.7	-6.5	0.9	-2.6	-6.9	98.4	/
- O=C(CCS(=O)(=O)c1cccs1)N1CCCC1
→ 0.4	-4.3	-7.9	8.4	-0.7	7.9	14.7	9.4	-2.4	100.0	47.5
- COC(=O)c1ccccc1NC(=O)C/C(C)=N/NC(=O)Cc1ccc(Cl)cc1
→ -1.4	-1.7	10.9	-5.2	13.1	-10.9	9.2	-6.9	0.8	96.9	-2.3
- Cc1nc2ccc(NC(=O)c3cccnc3)cc2s1
→ 0.2	2.7	-10.1	-19.0	-5.7	10.1	-1.3	-1.7	9.3	114.0	18.0
- CCn1cc([N+](=O)[O-])c(C(=O)Nc2ccc(Br)cn2)n1
→ -0.9	-5.8	1.9	6.9	-7.6	-1.9	22.1	2.4	4.2	100.9	0.7
- CCOC(=O)c1c(C)[nH]c(C)c1S(=O)(=O)NCC1CCN(Cc2cccc(Cl)c2)CC1
→ -1.6	-9.3	-23.6	-0.4	4.8	23.6	13.3	8.5	-0.7	101.9	7.2
- CCCCn1c(C)cc2cc(O)ccc21
→ -0.5	248.9	-4.4	-6.8	2.0	4.4	10.4	7.9	12.4	106.5	-5.8
- CC(C)NC(=O)/C(C#N)=C\c1ccc(N(C)C)o1
→ 0.3	-7.6	-16.0	1.1	-1.3	16.0	-7.3	4.9	-6.4	101.3	9.1
- Cc1nnc(NC(=O)C2CCN(C(=O)c3ccco3)CC2)s1
→ -2.0	-6.5	-9.5	-3.7	-9.9	9.5	0.0	-2.6	2.1	110.3	-6.8
- O=C(Cc1ccc([N+](=O)[O-])cc1)N1N=C(c2ccncc2)CC1(O)C(F)(F)F (configuration not stated)
→ 1.9	-9.9	-12.4	-5.1	7.4	12.4	23.6	1.5	5.0	93.4	3.4
- O=C(Nc1nnc(-c2ccccn2)o1)c1cccc(Br)c1
→ -0.9	-5.4	15.5	-4.6	10.8	-15.5	5.8	5.8	-15.2	98.5	-4.6
- COc1cc(/C=C/c2ccc3cccc(O)c3n2)cc(Cl)c1OC
→ 1.8	-12.0	64.4	-13.1	-4.5	-64.4	3.9	/	-8.7	113.8	-15.1
- CC(C)(C)NC(=O)CN(C(=O)C(=O)Nc1ccc2c(c1)OCCO2)N1CCOCC1
→ -0.5	16.9	/	2.2	2.2	/	26.2	-4.2	-0.4	/	-2.6
- COc1ccccc1N(CC(=O)Nc1ccccc1)S(=O)(=O)c1cccs1
→ 0.9	-0.3	-5.8	-3.1	11.3	5.8	31.2	-2.0	-4.7	98.2	15.5
- COC(=O)c1cccc(-n2c(C)cc(C=O)c2C)c1C
→ 0.7	-0.9	-11.3	2.5	-4.0	11.3	-2.7	7.7	-4.2	89.2	14.0
- COc1ccc(-c2cc(C(F)F)n3ncc(C(=O)n4ccnc4C)c3n2)cc1
→ 1.1	18.2	-24.4	-18.0	-5.6	24.4	1.9	-0.4	-8.9	/	-28.0
- O=C(Nc1ccc(C(=O)N2CCC(O)(c3ccc(Cl)c(C(F)(F)F)c3)CC2)cc1)c1ccc(Br)o1
→ 1.2	-7.2	56.6	-17.2	-1.6	-56.6	8.1	/	-11.8	107.7	-9.2
- CC1Cc2nc(SCC(=O)N3CCCC3)n(C)c(=O)c2S1 (configuration not stated)
→ -0.5	-22.0	-4.6	-2.4	5.5	4.6	-2.0	/	3.8	102.7	/
- CCOc1cc(N2CCOCC2)c(OCC)cc1NC(=O)CSc1ccccc1C(=O)O
→ 0.1	/	14.7	-5.6	-5.6	-14.7	12.6	16.4	3.1	100.7	5.4
- CNC(=O)CSc1nnc(-c2cccnc2)n1CCc1ccccc1
→ 0.5	9.5	3.2	4.1	-19.5	-3.2	-6.2	/	-0.8	102.5	2.5
- CCOC(=O)c1c(-c2ccc(C)cc2)csc1NC(=O)CCSc1nnc2ccccn12
→ 0.8	-2.1	-28.1	-9.7	-7.0	28.0	4.9	-1.4	-7.4	93.6	-12.7
- C/C(=N/NC(=O)CN1CCN(Cc2ccccc2Cl)CC1)c1ccncc1
→ -1.7	4.4	20.2	-3.5	-0.3	-20.2	5.3	2.7	-3.7	105.0	3.1
- CC1CCN(S(=O)(=O)c2cccc(C(N)=O)c2)CC1
→ -2.7	-3.1	-30.0	0.0	-0.1	30.0	-2.5	34.4	2.3	111.6	-2.7
- CCCCN(C)CCOc1ccccc1OCC
→ -1.0	-2.2	5.8	-2.0	-2.9	-5.8	-0.4	-1.5	-14.3	80.0	2.7
- C=Cn1ccnc1P(=S)(c1ccc2c(c1)c1ccccc1n2CC)c1nccn1C=C
→ -3.1	-10.8	42.7	-7.3	-2.2	-42.7	-9.1	-2.8	4.5	120.3	-9.1
- CCn1c(CC(=O)Nc2ccccc2)n[nH]c1=S
→ -0.8	7.0	-0.1	-3.0	3.3	0.1	-53.1	0.0	1.5	111.5	-0.2
- CCN1C(=O)C2(C(C#N)=C(N)Oc3cc(C)oc(=O)c32)c2ccccc21 (configuration not stated)
→ 2.2	-6.6	0.8	2.2	0.4	-0.8	5.0	5.7	-18.3	96.4	-15.4
- CC12C=CC(=O)C=C1CCC1C2CCC2(C)C(C(=O)CO)CCC12 (configuration not stated)
→ -0.5	/	-4.5	3.6	-3.3	4.5	-7.0	1.2	-3.0	92.7	-1.6
- CC1CCCCN1CCNC(=O)c1ccc2c(c1)N(Cc1ccccc1)C(=O)c1ccccc1S2(=O)=O (configuration not stated)
→ -2.4	/	-8.5	-14.4	-2.6	8.5	-0.2	11.1	-3.6	123.8	4.5
- CC(/C=N/NC(=O)CSc1nc2ccccc2n1C)=C\c1ccco1
→ -2.9	4.9	-7.5	-8.4	-3.8	7.5	7.6	5.1	-1.9	98.1	0.2
- CCOCCCNC(=O)CCCn1nc(C)n2c(cc3sccc32)c1=O
→ 0.1	-7.2	-0.2	-6.5	7.9	0.2	28.0	/	-9.2	104.2	/
- COc1ccc(Cl)cc1NC(=O)COC(=O)C(CC(C)C)N1C(=O)C2CC=CCC2C1=O (configuration not stated)
→ -0.9	-4.2	33.9	-16.2	-12.0	-33.9	-2.9	-2.2	-0.7	104.0	8.5
- CC1(C)C(=O)Nc2ccccc2N1C(=O)COc1ncnc2c(Cl)cc(Cl)cc12
→ -1.3	266.5	14.1	-6.1	-8.6	-14.1	-0.6	-1.5	1.4	94.2	-5.1
- CCOC(=O)C1CCN(C(=O)C2CCN(S(=O)(=O)c3cc(Cl)ccc3Cl)CC2)CC1
→ 0.3	-10.7	21.0	-8.1	-3.0	-21.1	0.3	-0.2	-5.9	103.7	-12.0
- COc1cccc(C2c3[nH]c4ccccc4c3C[C@H]3C(=O)N(CCCO)CC(=O)N23)c1OC (some centres not stated)
→ -1.1	-7.5	/	-6.3	-2.2	/	8.4	0.2	7.7	97.8	-8.0
- COC(=O)c1c(-c2snnc2C)n[nH]c1C
→ 0.2	5.6	-1.7	-1.1	1.2	1.7	10.7	2.9	-7.5	113.8	8.8
- C=CCN(CC=C)C(=O)C1CC(=O)N(c2ccc(Br)cc2)C1 (configuration not stated)
→ -0.3	393.5	16.8	2.6	11.4	-16.8	-1.8	-1.1	7.3	104.9	9.3
- O=C(NCCN1CCCCC1)Nc1ccccc1Cl
→ -1.8	-12.1	-23.4	-1.6	-1.3	23.4	0.3	-3.3	9.0	107.7	-0.4
- CN1CCN(CC(=O)c2ccccc2F)CC1
→ -1.2	2.5	-147.5	0.2	-5.7	?	-0.7	1.7	6.5	91.8	-11.1
- Nc1ncnc2nc(SCC(=O)Nc3ccccc3F)[nH]c12
→ 1.7	5.0	/	2.3	-5.1	/	0.1	-2.4	-7.3	127.4	-2.7

# From PubChem BioAssay
